Assay outcomes from PubChem BioAssay.
MCF10A rereplic = A quantitative high throughput screen for small molecules that induce DNA re-replication in MCF 10a normal breast cells | MCF 10A DNA re-replication, Hoechst nuclear intensity, 48 h | Potency, µM (titrated, usually from 46.1 µM), for the others: at the top dose activity, positive = re-replication, hits mostly activators | 2.9% of 350,000 active | AID 624296, 2012; note: potency is the fitted concentration of half-maximal effect; % of control where 0% means no effect; nearly all actives have a fitted effect of over 50% in size
HT1080 IDH1KD tx = qHTS for induction of synthetic lethality in tumor cells producing 2HG: qHTS for the HT-1080-IDH1KD cell line. HT-1080 IDH1 knockdown viability, ATP luminescence, 48 h. 2% of 360,000 active. Potency, µM (highest dose often 46.1 µM), without a hit: at the top dose activity, negative = toxicity, most hits filed as cytotoxic;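 note: potency is the fitted concentration of half-maximal effect; 0% = DMSO wells and -100% = cell-free medium wells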
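Using the IDH1-knockdown HT-1080 line run in the same batch and compound series as the NT line, viability after 48 h at 37 °C was determined by CellTiter-Glo luminescence and expressed as % activity.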
HEK293 tox = qHTS of GLP-1 Receptor Inverse Agonists: Cytotox Screen; AID 624418, 2012; HEK293 cAMP-luciferase reporter cells, luminescence, 24 h; 0.13% of 410,000 active; Potency, µM (doses to about 38.3 µM), for inactives: top-dose activity change, negative = inhibition, actives largely listed as inhibitors;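 note: loss of luciferase light is scored as toxicity; potency is the fitted concentration of half-maximal effect; % is set by controls: 0 for no effect and ±100 for the full control effect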
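MLSMR compounds, 24 hr on cells at 37 deg C/5% CO2; luminescence after luciferase reagent (12 min RT). Inhibition counted as the undesired cytotoxic outcome.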
HT1080-NT tox = qHTS for induction of synthetic lethality in tumor cells producing 2HG: qHTS for the HT-1080-NT fibrosarcoma cell line. AID 686970, 2013. HT-1080-NT fibrosarcoma viability, CellTiter-Glo ATP luminescence, 48 h. Potency, µM (top dose mostly 46.1 µM), for inactives: at the top dose activity, negative = less viability, actives largely listed as cytotoxic. 1.6% of 360,000 active;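 note: NT is the 2HG producing partner of a matched IDH1 knockdown line; potency is the fitted concentration of half-maximal effect; 0% = DMSO-treated cells and -100% = media-only wells without cells; nearly all actives have a fitted effect of over 55% in size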
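Luminescent CellTiter-Glo readout after 48 hours of compound exposure at 37 degrees C defined viability of HT-1080-NT cells. Activity was normalized to DMSO wells and cell-free media wells; concentration-response curves were fitted and assigned curve classes.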
KB-V1 cytotox = qHTS assay for MDR1-selective chemotherapeutics: Primary screen using the drug-selected MDR subline cells KB-V1; KB-V1 MDR cells viability, CellTiter-Glo, 72 h; Potency, µM (top dose mostly 46.1 µM), for the others: at the top dose activity change, negative = cytotoxicity, actives largely listed as cytotoxic; 3.4% of 400,000 active; note: potency is the fitted concentration of half-maximal effect; % is set by controls: 0 for no effect and ±100 for the full control effect; nearly all actives have a fitted effect of over 60% in size
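Drug-selected KB-V1 cells, grown in DMEM lacking phenol red with 10% FBS, receive compound titrations; after three days at 37 degrees C, surviving cell ATP is quantified by CellTiter-Glo luminescence and responses normalized and curve-fitted.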
KB-3-1 tox = qHTS assay for MDR1-selective chemotherapeutics: Primary screen using the parental adenocarcinoma cell KB-3-1; 1.4% of 400,000 active; KB-3-1 viability, CellTiter-Glo ATP luminescence, 72 h; AID 1347075, 2019; Potency, µM (doses to about 46.1 µM), for the others: top-dose activity change, negative = cytotoxic, hits mostly cytotoxic; note: potency is the fitted concentration of half-maximal effect; % is set by controls: 0 for no effect and ±100 for the full control effect; nearly all actives have a fitted effect of over 60% in size
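Viability of parental KB-3-1 cells, measured by CellTiter-Glo luminescence, followed a 72 h incubation at 37 °C with pinned compounds in phenol-red-free DMEM containing 10% FBS.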
IL-1B inflam inh = qHTS for Inhibitors of Inflammasome Signaling: IL-1-beta AlphaLISA Primary Screen. activity change, % at 57.5 µM. THP-1 LPS/ATP IL-1B secretion, AlphaLISA, 16 h; stronger effect = lower value. 4.7% of 360,000 active; in the data active = activity change below about -50%; inconclusive = mostly about -30% to -49%; note: % is set by controls: 0 for no effect and ±100 for the full control effect
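THP-1 cells pretreated 1 hr with compounds (up to 57.5 uM final), then stimulated with LPS (250 ng/mL final) plus ATP (1.25 mM final); secreted IL-1B measured by AlphaLISA after 16 hr, decreased signal indicating inhibition.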
DRD3 agonist = qHTS of D3 Dopamine Receptor Agonist: qHTS; D(3) dopamine receptor (Homo sapiens), P35462; D3R DiscoveRx beta-arrestin cells, luminescence, 90 min; max activation, %; 0.58% of 410,000 active; in the data active = max activation above about 30%; note: 0% is about no effect; mostly tested at two doses, the higher about 12 µM
Target sequence (P35462 whole entry, looked up): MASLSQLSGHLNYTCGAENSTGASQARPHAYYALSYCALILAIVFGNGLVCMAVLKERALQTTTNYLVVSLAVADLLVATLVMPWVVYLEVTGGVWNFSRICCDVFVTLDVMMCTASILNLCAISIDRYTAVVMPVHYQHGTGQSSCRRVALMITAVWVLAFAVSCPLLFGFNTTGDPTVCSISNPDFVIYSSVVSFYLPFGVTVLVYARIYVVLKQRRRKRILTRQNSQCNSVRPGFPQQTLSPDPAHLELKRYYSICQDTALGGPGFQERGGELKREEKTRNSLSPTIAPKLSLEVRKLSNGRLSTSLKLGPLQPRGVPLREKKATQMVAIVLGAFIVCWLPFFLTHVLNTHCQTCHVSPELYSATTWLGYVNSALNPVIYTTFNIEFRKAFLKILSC
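Agonist-mode cell screen: cells plated at 1500/well and incubated overnight at 37 °C, then exposed to library compounds for 90 min at 37 °C. Detection reagent was added for 30–60 min at room temperature, and luminescence was read.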
SW480 rereplic = A quantitative high throughput screen for small molecules that induce DNA re-replication in SW480 colon adenocarcinoma cells. SW480 DNA re-replication, Hoechst DNA content imaging, 48 h. Potency, µM (top dose mostly 46.1 µM), for inactives: top-dose re-replication activation, hits mostly activators. 1.8% of 340,000 active. AID 624297, 2012; note: potency is the fitted concentration of half-maximal effect; % of control where 0% means no effect; nearly all actives have a fitted effect of over 55% in size
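Readout is total intensity of Hoechst-stained nuclei, excited at 405 nm and collected at 500-530 nm. Compound treatment lasted 48 hr at 37 C in 5% CO2 before staining.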
Starred values were filed as active, the others as inactive; ? = inconclusive; · = not tested or not shown; [ ] = remark or other dose. Unless noted, calls come from the whole dose curve; as a rule, active = well fitted curve in the direction sought with a large enough effect; inconclusive = small, poorly fitted or top-dose-only effect, or another doubt; inactive = no such curve, though single readings can be large; an effect the other way counts as inactive or inconclusive.

SMILES	MCF10A rereplic	HT1080 IDH1KD tx	HEK293 tox	HT1080-NT tox	KB-V1 cytotox	KB-3-1 tox	IL-1B inflam inh	DRD3 agonist	SW480 rereplic
O=S(=O)(Cc1cccc(C(F)(F)F)c1)c1ncn[nH]1	-2.2%	10.7%	-8.6%	5.6%	?	-12.8%	25.1	-1.7	-4.8%
CCOC(=O)Cn1c(=NC(=O)CSC(C)=O)sc2cc(OC)ccc21	?	-13.3%	14.7%	-19.5%	-15.5%	6.1%	-15.7	10.9	19.0%
COc1cc(CN2CCSCC2)c([N+](=O)[O-])cc1OC	0.7%	0.5%	-1.5%	9.8%	13.1%	7.5%	4.8	-0.6	-9.4%
Cc1cc(C(=O)CN2C(=O)C(=O)N(Cc3ccccc3)C2=O)c(C)n1Cc1ccccc1	14.1%	-4.6%	?	0.9%	20.6µM*	-12.9%	-9.3	-9.8	-2.6%
Cc1cc(-c2ccco2)n(CC(=O)NCCN(C)C)n1	-0.2%	-4.2%	2.4%	9.8%	9.6%	-2.7%	22.4	-2.9	-2.5%
COc1ccccc1NC(=O)NC1(C(=O)N2CCOCC2)CCCCC1	3.9%	3.5%	-7.5%	5.6%	3.3%	23.2%	-20.3	0.9	-0.5%
COCCNC(=O)COc1cc(=O)n(C)c2ccccc12	0.2%	4.7%	-12.6%	-4.1%	-19.4%	-0.4%	-17.6	-3.7	-7.1%
CN(C(=O)COC(=O)c1cc[n+]([O-])cc1)c1ccccc1	0.9%	8.2%	-2.0%	15.0%	21.9%	-4.7%	33.3	-6.8	-5.6%
CC(C)N(C(=O)C[n+]1ccc(/C=N/O)cc1)C(C)C	-0.2%	-0.5%	5.2%	0.7%	11.3%	0.1%	3.6	2.6	-2.6%
COc1ccc(NC(=O)c2sc3nc(C(F)(F)F)cc(C)c3c2N)cc1OC	·	·	1.1%	·	-19.5%	-1.2%	·	1.2	·
C/C(=N\NC(=O)c1cccc(S(=O)(=O)N2CCOCC2)c1)c1ccc(C#N)cc1	-3.4%	-5.6%	0.4%	-6.6%	0.8%	-2.5%	-7.9	-9.7	-7.8%
O=C(CCN1C(=O)c2ccccc2S1(=O)=O)Nc1ccc(F)c(F)c1F	18.6%	19.2%	-1.1%	1.2%	18.7%	10.4%	-0.9	-6.4	-8.7%
COCCCNC(=O)c1ccc2c(=O)n(Cc3ccc(Cl)cc3)c(=S)[nH]c2c1	0.7%	9.6%	-7.6%	13.6%	-5.6%	3.3%	17.1	3.3	?
CC(C)N(C(=O)NC(=O)NCC1CCCO1)S(C)(=O)=O (configuration not stated)	?	0.7%	4.3%	-0.6%	8.2%	-21.4%	2.1	-2.9	19.4%
COc1cccc(-c2cc(C(F)(F)F)n3nc(C)c(-c4ccccc4)c3n2)c1	·	·	3.0%	·	-55.3%	-5.6%	·	-3.2	·
Clc1cccc(-c2nc3ccc(Br)cn3c2Cc2ccsc2)c1	·	-12.3%	-21.8%	-11.4%	0.0%	-0.1%	89.3	6.2	·
C/C(CC(=O)NCc1ccc(Cl)cc1)=N\NC(=O)COc1ccc(C)cc1Br	5.8µM*	?	-22.9%	?	8.2µM*	5.17µM*	60.3	-14.3	14.6µM*
CC(=O)c1ccc(CCCCc2ccc(C(C)=O)cc2)cc1	?	1.5%	?	11.4%	7.9%	6.9%	25.1	2.0	2.9%
Cc1c(NS(=O)(=O)c2cc(C(=O)N(C)Cc3ccccc3)ccc2Cl)c(=O)n(-c2ccccc2)n1C	1.3%	12.2%	-5.6%	13.4%	3.8%	2.4%	-8.1	3.9	11.3%
CN1CCc2nc3sc(C(=O)Nc4c(F)cccc4F)c(N)c3cc2C1	·	·	6.0%	·	18.1%	-2.0%	·	-7.2	·
COc1ccc(S(=O)(=O)c2c(O)c(C)cc(NS(=O)(=O)c3ccc(Cl)cc3)c2C(C)C)cc1	·	·	-13.9%	·	-22.4%	-24.5%	·	1.0	·
Cc1cc(C)c2c(=O)[nH]c(SCC(=O)Nc3cccc(S(=O)(=O)N(C)C)c3)nc2n1	11.1%	-11.4%	19.2%	-0.2%	?	8.2%	54.9	-1.9	-5.9%
C=CCn1c(SCc2csc(C)n2)nc2sc3c(c2c1=O)CCCCC3	?	-0.2%	-3.3%	?	-7.9%	-0.3%	-17.9	2.9	9.5%
CN(C)C1C(=O)c2ccccc2C1=O	0.1%	?	-5.8%	?	3.6%	-0.6%	-1.3	2.5	-35.4%[inhibitor]
COC(=O)CCCCCNc1ccc(C(=O)OC)cc1N	-3.1%	13.6%	-8.6%	16.7%	25.2%	20.9%	0.0	4.8	-3.6%
COc1ccc(OC)c(Nc2ncc3c(n2)CCN(Cc2cc(OC)c(OC)c(OC)c2)C3)c1	·	·	0.0%	·	0.8%	2.7%	·	-10.9	·
COc1ccc(S(=O)(=O)Nc2cc(C)c(O)c(S(=O)(=O)c3ccccc3)c2)cc1	-0.7%	-2.1%	3.8%	-6.9%	16.4µM*	0.6%	18.5	-13.7	0.7%
CS(=O)(=O)Nc1nnc(Cc2ccccc2)s1	-3.1%	15.8%	-7.2%	17.7%	26.6%	10.4%	18.5	-5.2	-0.1%
CCCOc1ccc(CC(=O)NCc2ccco2)cc1OC	-2.5%	7.3%	-6.5%	9.6%	10.6%	15.6%	8.7	6.4	1.9%
CCCCc1cc(C)c(S(=O)(=O)c2ccccc2C)c(=O)[nH]1	-1.3%	-8.5%	-5.3%	-0.6%	4.7%	-1.2%	17.1	2.5	-25.4%
CC(=O)Nc1ccc(C(=O)Nc2cccc(-c3cnc4ccccc4n3)c2)cc1	10.8%	25.4%	-2.4%	23.6%	1.1%	0.0%	20.0	-1.0	2.1%
COc1ccc(CCNC(=O)COC(=O)c2ccc(C)s2)cc1OC	5.0%	4.7%	-12.5%	0.2%	-7.7%	-28.6%	7.6	16.6	-17.3%
CCS(=O)(=O)Nc1cc(C(=O)OC)ccc1C(=O)OC	-19.7%	-0.2%	3.6%	8.1%	12.8%	-15.4%	17.4	4.5	-2.3%
CCS(=O)(=O)N1CCC(C(=O)NCc2ccccn2)CC1	3.4%	30.0%	22.3%	-10.2%	4.5%	9.0%	12.4	7.0	-4.5%
CCCCCN(C(=O)CCC(=O)OCCOc1cccc(Cl)c1)c1c(N)n(CCCC)c(=O)[nH]c1=O	1.1%	-5.0%	14.8%	3.0%	4.2%	-4.9%	-6.8	-5.1	-3.6%
COc1ccc(C(=O)NCC(c2ccco2)N2CCc3ccccc32)c(OC)c1 (configuration not stated)	?	-16.0%	-2.3%	-0.2%	?	-2.8%	-11.8	2.4	18.5%
O=C1CCCN1CCC12CC3CC(CC(C3)C1)C2	18.9%	-3.0%	5.6%	0.3%	12.5%	12.5%	77.6	1.8	-7.4%
O=c1cc(-c2ccccc2)nc(/C=C/c2ccccc2)[nH]1	18.4µM*	0.7%	2.2%	3.5%	-4.7%	4.0%	16.0	-19.8	?
COc1cc(C2NC(=O)NC(C)=C2C(=O)OCC2CCCCC2)cc(Cl)c1O (configuration not stated)	20.7%	?	4.0%	-3.6%	22.8%	23.7%	-6.6	2.5	21.8%
CCCN1CCN(CCCNC(=S)Nc2ccc(OC)cc2)CC1	-5.7%	6.1%	-4.8%	9.0%	21.3%	9.3%	-8.0	-3.9	-2.0%
O=C(CN1CCN(c2cccc(Cl)c2)CC1)N1CCCC1	-0.4%	1.2%	-13.0%	10.9%	10.3%	1.9%	-7.3	7.5	1.8%
CCCCC1C2C(=O)N(c3ccccc3)C(=O)C2ON1c1ccccc1 (configuration not stated)	-0.5%	-0.8%	8.5%	4.7%	11.7%	-1.7%	13.0	1.8	-24.5%
CC1CN(C(=O)CSc2nnc(C3CCCCC3)n2N)CC(C)O1 (configuration not stated)	13.8%	4.5%	-9.7%	6.2%	?	10.2%	6.9	-1.3	-9.8%
COc1ccc(Br)cc1CNC(=O)c1cnc2sc(N3CCC(C)CC3)nn2c1=O	·	·	-4.5%	·	-0.7%	?	·	-16.9	·
Cc1ccc(S(=O)(=O)N(C(=O)c2ccncc2)c2ccc3oc4c(c3c2)CCCC4)cc1[N+](=O)[O-]	14.6µM*	1.0%	-4.8%[1.53 µM]	1.0%	?	22.3%	8.7	9.8	14.0%
CCc1ccc(NC(=O)COc2cccc(-n3cnnn3)c2)cc1	?	-7.7%	-0.5%	-3.3%	?	-11.1%	-8.9	-7.9	5.3%
COc1ccccc1N1C(=O)CCC1(C#N)c1ccc(Br)cc1 (configuration not stated)	0.2%	-0.1%	-0.7%	5.3%	8.2%	-5.3%	-25.6	2.8	-2.0%

Complete entries from above. Values in the order: MCF10A rereplic	HT1080 IDH1KD tx	HEK293 tox	HT1080-NT tox	KB-V1 cytotox	KB-3-1 tox	IL-1B inflam inh	DRD3 agonist	SW480 rereplic
CCCN1CCN(CCCNC(=S)Nc2ccc(OC)cc2)CC1 as listed: -5.7%	6.1%	-4.8%	9.0%	21.3%	9.3%	-8.0	-3.9	-2.0%
COc1ccc(CCNC(=O)COC(=O)c2ccc(C)s2)cc1OC as listed: 5.0%	4.7%	-12.5%	0.2%	-7.7%	-28.6%	7.6	16.6	-17.3%
O=C1CCCN1CCC12CC3CC(CC(C3)C1)C2 as listed: 18.9%	-3.0%	5.6%	0.3%	12.5%	12.5%	77.6	1.8	-7.4%

Not a hit list; about 11% have a hit in one of these screens.
